Ub-GFP proteasome – Ubiquitin-GFP Assay. Potency, µM (doses to about 45.9 µM), for inactives: at the top dose activation (GFP accumulation), actives largely listed as activators. AID 526, 2006. Ubiquitin-GFP reporter cells, proteasome inhibition, GFP fluorescence; response scale: untreated = 0%, 10 µM MG-132 = 100%. 67,000 tested, under 10 active; active = well fitted activation curve with a large enough effect, not every such curve was filed as active; inconclusive = small, poorly fitted or top-dose-only effect, or another doubt; inactive = no such curve, though single readings can be large or run the other way; also: potency is read from the fitted curve at half-maximal effect
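U2OS Ub(G76V)-GFP reporter; O/N plating, 0.5% FBS; cpd 46 uM–2.9 nM, 4 h, 37 °C; GFP+ cell count, 488/515 nm; norm. to basal vs 10 uM MG-132; CRC fit.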
USP2a inhib – qHTS Assay for Inhibitors of Ubiquitin-specific Protease USP2a; Ubiquitin carboxyl-terminal hydrolase 2 (Homo sapiens), O75604; USP2a enzymatic assay, qHTS inhibition; Potency, µM (highest dose often 38.3 µM), inactives show at the top dose activity change, negative = inhibition, hits mostly inhibitors; actives 0.1% (n = 60,000); AID 927, 2007;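 also: potency is read from the fitted curve at half-maximal effect; nearly all actives have a fitted effect of over 60% in size; plate controls were DMSO for no effect and NEM full inhibition control for full effect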
Target sequence (O75604 whole entry, looked up): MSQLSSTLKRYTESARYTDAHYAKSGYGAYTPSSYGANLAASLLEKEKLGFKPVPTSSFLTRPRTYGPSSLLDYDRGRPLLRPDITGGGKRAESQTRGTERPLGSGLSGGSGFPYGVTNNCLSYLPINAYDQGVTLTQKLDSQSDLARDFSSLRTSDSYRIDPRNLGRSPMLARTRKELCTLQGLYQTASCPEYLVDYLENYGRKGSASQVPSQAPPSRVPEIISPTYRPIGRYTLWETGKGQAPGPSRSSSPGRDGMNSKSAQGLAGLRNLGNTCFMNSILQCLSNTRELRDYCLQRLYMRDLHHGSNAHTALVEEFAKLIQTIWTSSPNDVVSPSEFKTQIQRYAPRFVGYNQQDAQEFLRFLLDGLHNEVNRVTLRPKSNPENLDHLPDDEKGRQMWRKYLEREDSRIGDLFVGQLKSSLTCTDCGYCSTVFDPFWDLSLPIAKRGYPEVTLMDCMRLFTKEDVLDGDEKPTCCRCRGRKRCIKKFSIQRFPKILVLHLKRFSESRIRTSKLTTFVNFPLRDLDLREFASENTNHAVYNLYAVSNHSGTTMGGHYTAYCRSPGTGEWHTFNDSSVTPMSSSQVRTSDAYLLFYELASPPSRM
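USP2 core (20nM final) preincubated 30 min RT with compound, then Ub-PLA2 20nM and NBD C6-HPC 20uM final added; buffer 20mM Tris-HCl pH 8.0, 2mM CaCl2. Fluorescence Ex 460/Em 535 read at 0 and 2.5 h; normalized to NEM.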
Pol III holo inh – qHTS Assay for Inhibitors of DNA Polymerase III Holoenzyme System; reconstituted DNA polymerase III holoenzyme replication, biochemical; Potency, µM (top dose mostly 57.1 µM), without a hit: top-dose activity change, negative = inhibition; actives 0.25% (n = 71,000); AID 603, 2007; also: potency is read from the fitted curve at half-maximal effect; % is scaled to controls: 0 for no effect and ±100 for the full control effect
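Reconstituted *E. coli* holoenzyme (0.35 nM Pol III, 1 nM beta, 154 nM SSB, 2 nM primase) was preincubated with compound for 15 min at RT. Synthesis on 1.4 nM ssM13Gori ran 35 min, then was stopped with PicoGreen/EDTA and read as dsDNA fluorescence.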
GFP derepression – qHTS Assay for Epigenetic Modulators; mouse C127i GFP locus derepression, cytometry, 30 h; Potency, µM (doses to about 46.1 µM), without a hit: at the highest dose GFP derepression (activation); actives 0.09% (n = 68,000); AID 597, 2007; also: % of control where 0% means no effect
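Derepression screen: silenced CMV-GFP reporter in murine C127i cells, 30 h compound incubation at 37 C, washed cells imaged by laser-scanning cytometer to enumerate GFP-expressing objects of 20 to 120 um.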
HADH2 inh – qHTS Assay for Inhibitors of HADH2 (Hydroxyacyl-Coenzyme A Dehydrogenase, Type II) | 3-hydroxyacyl-CoA dehydrogenase type-2 (Homo sapiens), Q99714 | AID 886, 2007 | actives 3.4% (n = 73,000) | recombinant HADH2, NADH fluorescence, beta-hydroxybutyryl-CoA | Potency, µM (series often up to 57.1 µM), without a hit: at the top dose activity change, negative = inhibition, most hits filed as inhibitors; also: potency is read from the fitted curve at half-maximal effect; % is scaled to controls: 0 for no effect and ±100 for the full control effect; nearly all actives have a fitted effect of over 60% in size; many of its hits are not listed in these tables
Target sequence (Q99714 whole entry, looked up, one chain of several): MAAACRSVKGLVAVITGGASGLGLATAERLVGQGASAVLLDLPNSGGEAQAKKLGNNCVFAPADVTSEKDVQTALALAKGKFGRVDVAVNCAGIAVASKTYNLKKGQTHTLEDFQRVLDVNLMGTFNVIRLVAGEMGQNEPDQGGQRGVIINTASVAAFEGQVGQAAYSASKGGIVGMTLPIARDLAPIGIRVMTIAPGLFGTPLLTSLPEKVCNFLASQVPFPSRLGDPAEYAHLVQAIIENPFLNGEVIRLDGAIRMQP
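20 nM HADH2 + cpd, 15 min RT; add 1 mM NAD+/90 uM beta-hydroxybutyryl-CoA; kinetic fluorescence 360/450 nm, 4 min. Tris-HCl pH 9.0, 0.01% Tween-20.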
BRCT inh red – qHTS Assay for Inhibitors of BRCT-Phosphoprotein Interaction (Red Fluorophore) | BRCT-phosphopeptide binding, red fluorescence polarization | actives 0.03% (n = 75,000) | Potency, µM (titrated, usually from 76.9 µM), for the others: at the top dose activity change, negative = inhibition, actives largely listed as inhibitors | AID 892, 2007; also: % is scaled to controls: 0 for no effect and ±100 for the full control effect
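Rhodamine-labelled pBACH1 10-mer (100 nM) bound to BRCT domain (100 nM) at pH 7.3; compounds incubated 12 min room temperature, polarization read. Free peptide defines full inhibition; unlabelled decapeptide titrated as control.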
HBB splice mod – qHTS Assay for Modulators of Hemoglobin Beta Chain Splicing; HBB splicing reporter cell assay, activation; EGFP reporter with mutant IVS2-654 intron; response scale: normalised to 500 nM splice-correcting PNA; Potency, µM (titrated, usually from 46.1 µM), for inactives: top-dose activation, hits mostly activators; actives 0.06% (n = 65,000); also: potency is read from the fitted curve at half-maximal effect; 0% is about no effect
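Compounds were applied for 2 days to HeLa EGFP-654 cells, 500/well in Optimem with 2% FCS. The reporter's EGFP is disrupted by mis-splicing of beta-globin intron IVS2-654. Readout: summed well GFP fluorescence from 488 nm laser scanning; reference was 500 nM antisense […] 654 PNA.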
CRE Fsk mod – Cell signaling CRE-BLA (Fsk stim); Potency, µM (series often up to 38.2 µM), for inactives: at the top dose activity change, negative = inhibition, actives largely listed as activators; CHO CRE-bla reporter (cAMP response element driving beta-lactamase), forskolin EC10, beta-lactamase ratio; actives 2.5% (n = 71,000); AID 662, 2007; active = well fitted activation curve with a large enough effect in the signal ratio, with a control signal flat, not every such curve was filed as active; inconclusive = small, poorly fitted or top-dose-only effect, or effect the other way, or a change in a side signal; the % refers to the signal ratio; also: potency is read from the fitted curve at half-maximal effect; % of control where 0% means no effect
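Titrated compounds plus EC10 NKH 477 on CHO CRE-bla cells, 3 h, 37 °C. CCF4, 2 h RT. Ratio 460/530 nm → AC50.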
BRCT PPI green – qHTS Assay for Inhibitors of BRCT-Phosphoprotein Interaction (Green Fluorophore); Breast cancer type 1 susceptibility protein (Homo sapiens), P38398; BRCA1 BRCT-phosphopeptide binding, green fluorescence polarization; Potency, µM (doses to about 76.9 µM), without a hit: top-dose activity change, negative = inhibition, most hits filed as inhibitors; actives 0.05% (n = 75,000); AID 875, 2007;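 also: potency is read from the fitted curve at half-maximal effect; plate controls were peptide without protein for full effect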
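Fluorescence polarization: His-tagged BRCT (~35 kDa BRCA1 C-terminus, 250 nM) bound to 100 nM fluorescein-labeled phosphorylated 10-aa BACH1 peptide, pH 7.3 phosphate buffer with DTT and Tween 20. Compounds incubated 12 min at room temperature; inhibition read as lowered polarization.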
Hsp90 Hop PPI – qHTS Assay for Disrupters of an Hsp90 Co-Chaperone Interaction | Hsp90 C-terminal peptide / TPR2A (Hop) interaction, human | AlphaScreen TPR2A-His6 binding biotin-Hsp90 C-terminal peptide | Potency, µM (highest dose often 57 µM), inactives show top-dose activity change, negative = inhibition | actives 0.44% (n = 71,000) | AID 595, 2007; active = well fitted curve in either direction with a large enough effect; inconclusive = small, poorly fitted or top-dose-only effect, or another doubt; also: potency is read from the fitted curve at half-maximal effect; % is scaled to controls: 0 for no effect and ±100 for the full control effect; many of its hits are not listed in these tables
15-hLO inh – qHTS Assay for Inhibitors of 15-hLO (15-human lipoxygenase). purified 15hLO-1, xylenol orange hydroperoxide absorbance. Potency, µM (top dose mostly 57.1 µM), inactives show at the highest dose activity change, negative = inhibition, usual class: inhibitors. actives 1.4% (n = 74,000). AID 887, 2007; also: potency is read from the fitted curve at half-maximal effect; % is scaled to controls: 0 for no effect and ±100 for the full control effect; nearly all actives have a fitted effect of over 55% in size
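40 nM 15hLO-1 + cpd, 15 min RT; start w/ 50 uM AA (final), 6 min RT; stop/detect w/ 200 uM XO + 300 uM Fe(II) in 50 mM H2SO4, 30 min; A573/A405. Buffer 25 mM Hepes pH 7.5, 0.01% Triton X-100. No-enzyme wells as negative control.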
Active calls of the source: *; ? = inconclusive; / = not tested or not shown; & = joins results of further samples; [ ] = remark or other dose. Unless noted, calls follow the shape of the dose curve; as a rule, active = well fitted curve in the direction sought with a large enough effect; inconclusive = small, poorly fitted or top-dose-only effect, or another doubt; inactive = no such curve, though single readings can be large; an effect the other way counts as inactive or inconclusive.

Preview, four compounds:
SMILES	Ub-GFP proteasome	USP2a inhib	Pol III holo inh	GFP derepression	HADH2 inh	BRCT inh red	HBB splice mod	CRE Fsk mod	BRCT PPI green	Hsp90 Hop PPI	15-hLO inh
C(#CCN1CCCC1)CN1CCCC1	5%[20.5 µM]	-3%[17.1 µM]	-4%[25.6 µM]	4%[20.6 µM]	3%[25.6 µM]	-1.6%[34.4 µM]	0.8%[20.6 µM]	?	0.7%[34.4 µM]	2%[26 µM]	10%[25.6 µM]
COc1ccc(CN2CCN(C(=O)Cc3ccccc3)CC2)c(OC)c1	20%[9.17 µM]	6%[7.66 µM]	1%[11.4 µM]	-4%	3%[11.4 µM]	0.2%	-1.2%[0.0738 µM]	-20%[7.6 µM]	-2.6%	-8%[11 µM]	-7%[11.4 µM]
ClC=CCl	/	/	-2%	/	0%	-5.1%	0.6%	8%	0.2%	3%	-10%
O=C(C1CCCN(c2nnc(-n3cccc3)s2)C1)N1CCC2(CC1)OCCO2 (centres undefined)	6%	4%	-1%	6%	2%	0.8%	-1.4%	-3%	0.1%	-5%	4%

This part in full (from the top)
SMILES	Ub-GFP proteasome	USP2a inhib	Pol III holo inh	GFP derepression	HADH2 inh	BRCT inh red	HBB splice mod	CRE Fsk mod	BRCT PPI green	Hsp90 Hop PPI	15-hLO inh
C(#CCN1CCCC1)CN1CCCC1	5%[20.5 µM]	-3%[17.1 µM]	-4%[25.6 µM]	4%[20.6 µM]	3%[25.6 µM]	-1.6%[34.4 µM]	0.8%[20.6 µM]	?	0.7%[34.4 µM]	2%[26 µM]	10%[25.6 µM]
COc1ccc(CN2CCN(C(=O)Cc3ccccc3)CC2)c(OC)c1	20%[9.17 µM]	6%[7.66 µM]	1%[11.4 µM]	-4%	3%[11.4 µM]	0.2%	-1.2%[0.0738 µM]	-20%[7.6 µM]	-2.6%	-8%[11 µM]	-7%[11.4 µM]
ClC=CCl	/	/	-2%	/	0%	-5.1%	0.6%	8%	0.2%	3%	-10%
O=C(C1CCCN(c2nnc(-n3cccc3)s2)C1)N1CCC2(CC1)OCCO2 (centres undefined)	6%	4%	-1%	6%	2%	0.8%	-1.4%	-3%	0.1%	-5%	4%
CC(=O)N(C1=NCCCS1)c1ccccc1F	0%	2%	-2%	-1%	-3%	0.3%	-2.3%	-2%	-0.5%	-5%	2%
c1ccc2c(c1)CCNC2	/	/	-4%	/	-5%	1.4%	0.8%	-10%	-2.9%	2%	-7%
COC(=O)C(O)(c1ccc2c(c1)CCCN2)C(F)(F)F (centres undefined)	-6%	1%	-6%	-2%	-7%	1.0%	-0.3%[57.5 µM]	1%	-0.4%	-2%	2%
CCCC(C)C1(CC)C(=O)NC(=Nc2ccc(F)cc2)NC1=O (centres undefined)	-4%	5%	4%	0%	0%	-1.5%	-1.8%[57.5 µM]	7%	-1.3%	-2%	-9%
Cc1c(C(=O)NCCC2=CCCCC2)oc2ccc(S(=O)(=O)N3CCC4(CC3)OCCO4)cc12	13%	59%[activator]	-2%	2%	-2%	-1.5%	-1.0%	-10%	4.8%	-4%	-10%
CC(C)OCCCNC(=O)c1c(N)n(Cc2cccs2)c2nc3ccccc3nc12	/	19%	-2%	5%	-16%	-0.9%	6.4%[0.369 µM]	?	0.4%	?	?
CN1[C@@H]2CC[C@H]1CC(OC(=O)c1cc(Cl)cc(Cl)c1)C2 (some centres undefined)	2%&-5%	1%	-5%&20%	-1%&-1%	5%&11%	-2.0%	-0.4%	-5%&4%	-3.2%	1%&-2%	?
COc1ccc2c(c1O)-c1c(OC)c(OC)cc3c1[C@H](C2)N(C)CC3	-1%	2%[17.1 µM]	-4%	5%[9.22 µM]	2%	-0.4%	0.6%[20.6 µM]	-2%	-0.7%	1%	-1%&12%[25.6 µM]
Cn1ccnc1	-7%	2%	0%	-1%	?	-0.9%	1.2%	-1%	-2.2%	-4%	10%
CCOc1ccccc1-n1c(O)c(C=NCCCN(CC)CC)c(=O)[nH]c1=O	-3%	-3%	-3%	6%	0%	-1.1%	-0.3%	0%	-1.6%	-5%	-1%
CC[C@]1(O)C(=O)OCc2c1cc1n(c2=O)Cc2cc3ccccc3nc2-1	3%	/	-4%	-5%[9.22 µM]	-8%	-2.9%	/	?	-4.9%	-4%	8%[25.6 µM]
C=CCN1CC[C@]23c4c5ccc(O)c4O[C@@H]2/C(=N/NC(=O)c2ccccc2)CC[C@@]3(O)[C@H]1C5	11%	25%	-12%	-4%	-15%	-0.3%	3.0%	-8%	-1.1%	-4%	-5%
CN(C)NC(=O)CCC(=O)O	/	/	-1%	/	-17%	0.3%	1.0%	-4%	-5.2%	-10%	-7%
COc1ccc2c(c1O)-c1c(OC)c(OC)cc3c1[C@@H](C2)N(C)CC3	-2%	4%	-6%	-5%[9.22 µM]	-18%	0.6%	/	0%	-0.2%[3.08 µM]	-2%	5%
COc1ccccc1/C=C1/C(=N/O)C2CCN1CC2	12%	-3%	1%	-2%	-10%	0.9%	-0.8%	8%	0.9%	-2%	2%
COC(=O)c1ccccc1N	/	/	-4%	/	-20%	-0.4%	0.4%	-3%	-1.5%	-1%	2%
N#CC(Cl)Cl	/	/	5%	/	-5%	0.3%	0.3%	-5%	0.7%	1%	?
CNCCc1cnc[nH]1	6%	/	-4%	4%	8%	-0.7%	/	-3%	-0.1%	-1%	2%[25.6 µM]
Cc1o[nH]c(=O)c1C[C@H](N)C(=O)O	0%&5%&-1%&6%	2%	2%&-1%&-5%&-7%	2%&25%&3%&0%	7%&4%&7%&8%	0.3%&0.5%&2.0%&-3.0%	-0.1%	?	-0.3%&-0.7%&1.0%&-1.5%	1%&-1%&0%&-1%	-10%[25.6 µM]
O=C(Nc1cccc(F)c1)N1CC2(CCNCC2)C1	-13%	80%[activator]	-2%	-2%[9.22 µM]	5%	0.5%	2.2%	-7%	-1.5%	-1%	?
COc1ccccc1CN1CCCC2(CCN(C(=O)Oc3ccccc3)CC2)C1	-9%	8%	-3%	0%[9.22 µM]	2%	-1.2%	0.1%	-5%	-0.5%	0%	2%
SMILES	Ub-GFP proteasome	USP2a inhib	Pol III holo inh	GFP derepression	HADH2 inh	BRCT inh red	HBB splice mod	CRE Fsk mod	BRCT PPI green	Hsp90 Hop PPI	15-hLO inh
CCCCn1c(NC(=O)c2ccco2)c(C(=O)OCC)c2nc3ccccc3nc21	7%	21%	-6%	-3%	32µM*	-0.6%	7.4%	?	2.4%	1%	-21%
COCCOC(=O)c1c(C)oc2ccc(OC(=O)N(C)C)cc12	-8%	7%	-20%	-1%	12%	1.1%	-0.9%	28%	0.8%	-3%	8%
Clc1ccc(C(Cl)(Cl)Cl)cc1Cl	/	/	-2%	/	-3%	0.6%	0.0%	-3%	-1.2%	2%	2%
CCc1cc2c(s1)NC(=O)CN=C2c1cccs1	0%	2%	-4%	4%	14%	0.3%	/	4%	-3.6%	0%	-9%
CC(C)OC(=O)c1c(N)n(CC2CCCO2)c2nc3ccccc3nc12 (centres undefined)	3%	5%	0%	0%	7.9µM*	1.2%	1.1%	10µM*	-0.7%	4%	-18%
COc1cc(CC2C(=O)N(C)C(=O)N(C)C2=O)ccc1OCc1ccccc1	21%	9%	-2%	-2%	?	-0.1%	-0.1%[9.22 µM]	7%	-2.3%	-1%	4%
c1ccc(C2CO2)cc1 (centres undefined)	/	/	-4%	/	-1%	0.3%	1.1%	-12%	-0.3%	-7%	8%

Only part of the results is shown. The share of hits here may be higher or lower than overall.
